Source: PubChem BioAssay
MrgX1 antagonist = antagonists of human MrgX1 receptor, primary screen, HEK293 cells, Fluo-4 calcium flux | B-score at 10 µM | AID 588676, 2011 | BAM8-22 antagonism; active compounds read low | 310,000 compounds, 1.3% hits | Mas-related G-protein coupled receptor member X1 (Homo sapiens), Q96LB2;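 active = calcium-response B-score plate-corrected more than 3 library SD below zero, starting fluorescence within 5 deviations, no agonist response on first addition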;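 also: peak minus trough fluorescence over baseline after final BAM8-22 challenge near maximal dose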
TRPC6 inh = mouse TRPC6 channel inhibitors, primary screen, cell-based, HEK293, membrane potential dye; Short transient receptor potential channel 6 (Mus musculus), Q61143; ACh-evoked depolarization; active compounds read low; B-score at 10 µM; 310,000 compounds, 1.1% hits; AID 2553, 2010;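 active = B-score under library mean minus 3 SD, initial fluorescence not abnormally high, positive integrated signal ratio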;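 also: B-score derived from integrated fluorescence ratio over the kinetic read; more negative B-score means stronger inhibition of depolarization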
Target sequence (Q61143 whole entry, looked up): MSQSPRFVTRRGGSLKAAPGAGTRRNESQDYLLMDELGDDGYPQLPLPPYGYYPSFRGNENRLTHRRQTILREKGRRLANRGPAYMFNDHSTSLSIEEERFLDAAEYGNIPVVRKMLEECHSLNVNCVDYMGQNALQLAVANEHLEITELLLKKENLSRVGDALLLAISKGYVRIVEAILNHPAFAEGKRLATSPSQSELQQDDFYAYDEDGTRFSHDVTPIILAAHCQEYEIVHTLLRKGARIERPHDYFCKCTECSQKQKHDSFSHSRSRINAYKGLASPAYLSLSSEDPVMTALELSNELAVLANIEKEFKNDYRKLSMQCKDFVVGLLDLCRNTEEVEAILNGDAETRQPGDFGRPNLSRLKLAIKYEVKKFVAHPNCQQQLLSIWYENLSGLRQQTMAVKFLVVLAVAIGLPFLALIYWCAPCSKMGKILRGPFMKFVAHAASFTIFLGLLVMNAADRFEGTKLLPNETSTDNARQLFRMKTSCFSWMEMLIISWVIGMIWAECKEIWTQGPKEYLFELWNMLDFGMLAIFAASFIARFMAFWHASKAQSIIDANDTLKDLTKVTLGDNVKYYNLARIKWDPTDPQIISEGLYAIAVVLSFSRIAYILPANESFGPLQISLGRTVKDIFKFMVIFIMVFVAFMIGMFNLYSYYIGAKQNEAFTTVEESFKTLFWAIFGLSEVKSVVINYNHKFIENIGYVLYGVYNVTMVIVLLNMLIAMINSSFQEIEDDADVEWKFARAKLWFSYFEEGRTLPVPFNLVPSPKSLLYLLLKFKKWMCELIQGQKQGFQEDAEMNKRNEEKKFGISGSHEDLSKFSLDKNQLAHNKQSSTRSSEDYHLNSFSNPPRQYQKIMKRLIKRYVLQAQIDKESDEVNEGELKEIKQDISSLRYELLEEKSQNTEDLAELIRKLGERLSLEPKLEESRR
SKKanGAS inh = S. pyogenes SKKanGAS growth inhibitors in kanamycin, primary screen, streptokinase expression inhibitor project, SKKanGAS strain, BacTiter-Glo luminescence; 6 h; inhibition, % at 7.5 µM; 300,000 compounds, 1.3% hits; AID 1662, 2009;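 active = mean replicate score, as percent of positive control median, at least 50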;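 also: strain carries kanamycin resistance gene driven by streptokinase promoter and grows in 40 µg/ml kanamycin; loss of luminescence reflects streptokinase promoter inhibition or plain growth inhibition; 0% = median of DMSO wells and 100% = positive control at its reference dose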
TRPC4 block = inhibitors of mouse TRPC4 channel, primary screen, Fluo4 calcium, HEK293 TRPC4beta/mu-opioid cells; B-score at 10 µM; DAMGO-evoked Fluo4 calcium flux; active compounds read low; 300,000 compounds, 0.39% hits;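 active = B-score over 3 SD under the library average, no early fluorescence shift, positive overall ratio signal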
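Assay system: HEK293 cells with stable TRPC4beta plus mu-opioid receptor expression. Dosing: single dose. Measured by: Fluo4 Ca2+ flux fluorescence. Also added: DAMGO in two steps, submaximal then maximal. Read-out: B score from integrated Fluo4 fluorescence ratio.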
TRPC6 activator = mouse TRPC6 channel activators, primary screen, cell-based, HEK293, membrane potential dye | Short transient receptor potential channel 6 (Mus musculus), Q61143 | HEK293-TRPC6 membrane potential dye fluorescence; active compounds read high | B-score at 10 µM | 310,000 compounds, 0.13% hits | AID 2550, 2010;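 active = B-score of the integrated fluorescence ratio above library mean plus 3 SD, and starting fluorescence ratio within library mean plus 5 SD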;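 also: higher score means more depolarization so channel activation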
aSyn UTR inh = MLPCN primary screen, SNCA 5' untranslated region. alpha-synuclein 5'UTR reporter, inhibitor activity. inhibition, % (tested at 7.5 µM). 300,000 compounds, 0.82% hits; in the data active = inhibition above about 60%;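 also: H4 neuroglioblastoma cells stably carrying SNCA 5'UTR luciferase fusion; 0% = DMSO wells and 100% = positive control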
TRPC4 PAM = positive allosteric modulators of TRPC4, primary screen, cell-based, mouse TRPC4beta, HEK293 mu-opioid, Fluo-4 calcium; 310,000 compounds, 0.42% hits; AID 2227, 2009; B-score at 10 µM; Short transient receptor potential channel 4 (Mus musculus), Q9QUQ5; DAMGO EC20, Fluo-4 Ca2+ flux; active compounds read high;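 active = B-score of calcium response area above 5 SD of library B-scores, with initial fluorescence ratio within 5 SD of library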;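 also: B-score of integrated fluorescence ratio over time as area under calcium response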
TRPC4 act = activators of mouse TRPC4 channel, primary screen, Fluo4 calcium, HEK293 TRPC4beta/mu-opioid cells | Fluo4 calcium fluorescence; active compounds read high | B-score at 10 µM | 310,000 compounds, 0.49% hits | AID 2237, 2010;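 active = B-score above 5 SD of library B-scores, and initial fluorescence ratio not above library mean plus 5 SD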;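 also: positive B-score marks a calcium rise read as TRPC4 activation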
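System – HEK293 cells stably co-expressing mouse TRPC4beta and mu-opioid receptor · Signal – Fluo4 calcium-sensitive dye fluorescence, kinetic, 1 Hz baseline · Benchmarks – buffer (low) and maximal DAMGO (high) · Read-out – B score of integrated fluorescence ratio per well · Incubation – dye loading 45 min room temperature, 110 s kinetic read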
HIF act = HIF pathway transcriptional activators, primary screen, cell-based, U2OS HRE-luciferase, luminescence. U2OS HRE-luciferase reporter; normalized: DMSO 0%, desferrioxamine 100%. AID 1910, 2009. activation, % at 7.5 µM (by protocol). 300,000 compounds, 0.32% hits;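 active = mean activation of at least 10% of the iron chelator positive control signal, with at least half of replicates also reaching 10%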
IEC-6 tox = cytotoxicity in IEC-6 intestinal epithelial cells, primary screen, cytotoxicity control for KLF5 inhibitor project, cell-based, luminescence; IEC-6 cytotoxicity, luminescence viability; inhibition, % at 5 µM; 290,000 compounds, 0.78% hits; in the data active = inhibition above about 22%;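 also: 0% = plate median of test compound wells and 100% = cytotoxic reference compound wells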
KLF5 inhibitor = KLF5 expression inhibitors, primary screen, DLD-1 cells, luminescence; DLD-1 KLF5 promoter-luciferase reporter; inhibition, % at 5 µM; 290,000 compounds, 0.23% hits;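 active = inhibition above a per-plate limit of that plate's mean compound inhibition plus 3 SD, cut at about 60% in these data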;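 also: 0% = DMSO wells and 100% = LY294002 at 200 µM; higher means less KLF5 promoter-driven luciferase light; inactives centre near -14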
* marks the source's active call; other numbers are inactive results.

Screening COc1ccc2cc(S(=O)(=O)NC3CC(C)(C)NC(C)(C)C3)ccc2c1 returned MrgX1 antagonist inactive, TRPC6 inh inactive, SKKanGAS inh 4, TRPC4 block inactive, TRPC6 activator inactive, aSyn UTR inh 0, TRPC4 PAM inactive, TRPC4 act inactive, HIF act -0.4, IEC-6 tox -7 and KLF5 inhibitor -23.
Screening O=C(CCSCc1cccc(Cl)c1)NC1CCCC1 returned MrgX1 antagonist inactive, TRPC6 inh inactive, SKKanGAS inh -1, TRPC4 block inactive, TRPC6 activator inactive, aSyn UTR inh 5, TRPC4 PAM inactive, TRPC4 act inactive, HIF act 0.0, IEC-6 tox -3 and KLF5 inhibitor -26.
Screening C/C(=N\NC(=O)c1nn(C)cc1Cl)c1ccncc1 returned MrgX1 antagonist inactive, TRPC6 inh inactive, SKKanGAS inh -3, TRPC4 block inactive, TRPC6 activator inactive, aSyn UTR inh -2, TRPC4 PAM inactive, TRPC4 act inactive, HIF act 0.4, IEC-6 tox 5 and KLF5 inhibitor 23.
For Cc1ccc(S(=O)(=O)N2CCOCC2)cc1C(=O)OCC(=O)Nc1ccc2[nH]c(=O)[nH]c2c1 the results were MrgX1 antagonist inactive, TRPC6 inh inactive, SKKanGAS inh -10, TRPC4 block inactive, TRPC6 activator inactive, aSyn UTR inh -2, TRPC4 PAM inactive, TRPC4 act inactive and HIF act 0.3.
Screening CCCC[C@H]1COCCS(=O)(=O)N1Cc1ccc(Br)cc1 returned MrgX1 antagonist inactive, TRPC6 inh inactive, SKKanGAS inh 13, TRPC4 block inactive, TRPC6 activator inactive, aSyn UTR inh 13, TRPC4 PAM inactive, TRPC4 act inactive, HIF act -0.6, IEC-6 tox -4 and KLF5 inhibitor -24.
Screening Cc1[nH]c2ccccc2c1N=Nc1c(C)n(C)n(-c2ccccc2)c1=O returned MrgX1 antagonist inactive, TRPC6 inh inactive, SKKanGAS inh 9, TRPC4 block inactive, TRPC6 activator inactive, aSyn UTR inh -6, TRPC4 PAM inactive, TRPC4 act inactive, HIF act 1.1, IEC-6 tox 0 and KLF5 inhibitor -11.
`O=[N+]([O-])c1cc(/C=N/NC(=S)Nc2ccccc2Cl)ccc1Cl` gave MrgX1 antagonist inactive, TRPC6 inh inactive, TRPC4 block inactive, TRPC6 activator inactive, TRPC4 PAM inactive, TRPC4 act inactive, IEC-6 tox 8 and KLF5 inhibitor 0.
For CC1=NNC(=O)C1CCC(=O)N/N=C/C(Br)=C/c1ccccc1 (stereo unspecified) the results were MrgX1 antagonist inactive, TRPC6 inh inactive, SKKanGAS inh 0, TRPC4 block inactive, TRPC6 activator inactive, aSyn UTR inh -2, TRPC4 PAM inactive, TRPC4 act inactive, HIF act 4.0, IEC-6 tox 2 and KLF5 inhibitor 20.
COc1ccc(Nc2ncnc3ccc(C)cc23)cc1 was read as MrgX1 antagonist inactive, TRPC6 inh inactive, SKKanGAS inh -1, TRPC4 block inactive, TRPC6 activator inactive, aSyn UTR inh -20, TRPC4 PAM inactive, TRPC4 act inactive, HIF act -0.1, IEC-6 tox 6 and KLF5 inhibitor -20.
For C=CCNC(=O)Nc1ccc2nc(C)sc2c1 the results were MrgX1 antagonist inactive, TRPC6 inh inactive, SKKanGAS inh -15, TRPC4 block inactive, TRPC6 activator inactive, aSyn UTR inh -36, TRPC4 PAM inactive, TRPC4 act inactive, HIF act 0.5, IEC-6 tox -11 and KLF5 inhibitor -28.
For Cc1ccc(CN2CCN(Cc3cccn3-c3ccccn3)CC2CCO)cc1 (stereo unspecified) the results were MrgX1 antagonist inactive, TRPC6 inh inactive, SKKanGAS inh 2, TRPC4 block inactive, TRPC6 activator inactive, aSyn UTR inh -15, TRPC4 PAM inactive, TRPC4 act inactive, HIF act -0.5, IEC-6 tox -7 and KLF5 inhibitor -22.
Screening Cc1cc(C)n(-c2nc(NCCC(C)C)c3c4c(sc3n2)COC(C)(C)C4)n1 returned TRPC6 inh inactive, SKKanGAS inh 65*, TRPC4 block inactive, TRPC6 activator inactive, aSyn UTR inh 12, TRPC4 PAM inactive, TRPC4 act inactive, HIF act 0.4, IEC-6 tox 3 and KLF5 inhibitor -25.
For COc1ccc(Cl)cc1-c1n[nH]c(=S)n1Cc1ccccc1 the results were MrgX1 antagonist inactive, TRPC6 inh inactive, SKKanGAS inh 6, TRPC4 block inactive, TRPC6 activator inactive, aSyn UTR inh 13, TRPC4 PAM inactive, TRPC4 act inactive, HIF act -0.5, IEC-6 tox -3 and KLF5 inhibitor -30.
Screening O=S(=O)(c1cc(Cl)c(Cl)cc1Cl)N1CCN2CCCC2C1 (stereo unspecified) returned MrgX1 antagonist inactive, TRPC6 inh inactive, SKKanGAS inh 6, TRPC4 block inactive, TRPC6 activator inactive, aSyn UTR inh -10, TRPC4 PAM inactive, TRPC4 act 67*, HIF act -27, IEC-6 tox -6 and KLF5 inhibitor -8.
For Nc1[nH]n(-c2ccccc2)c(=O)c1N=Nc1ccc2ncsc2c1 the results were MrgX1 antagonist inactive, TRPC6 inh inactive, SKKanGAS inh 14, TRPC4 block inactive, TRPC6 activator inactive, aSyn UTR inh -78, TRPC4 PAM inactive, TRPC4 act inactive, HIF act 1.1, IEC-6 tox -5 and KLF5 inhibitor -44.
`Cn1nnnc1Sc1ncnc2scc(-c3ccc(F)cc3)c12` gave MrgX1 antagonist inactive, TRPC6 inh inactive, SKKanGAS inh -2, TRPC4 block inactive, TRPC6 activator inactive, aSyn UTR inh -89, TRPC4 PAM inactive, TRPC4 act inactive, HIF act -1.2, IEC-6 tox 31* and KLF5 inhibitor -3.
Cc1nn(Cc2ccccc2Cl)c2sc(C(=O)NC(C)(C)C)cc12 was read as MrgX1 antagonist inactive, TRPC6 inh inactive, SKKanGAS inh -14, TRPC4 block inactive, TRPC6 activator inactive, aSyn UTR inh 57, TRPC4 PAM inactive, TRPC4 act inactive, HIF act -0.8, IEC-6 tox 2 and KLF5 inhibitor 6.
O=C(CSc1nc2ccccc2[nH]1)c1ccco1 was read as MrgX1 antagonist inactive, TRPC6 inh inactive, SKKanGAS inh -9, TRPC4 block inactive, TRPC6 activator inactive, aSyn UTR inh -127, TRPC4 PAM inactive, TRPC4 act inactive, HIF act 3.0, IEC-6 tox -8 and KLF5 inhibitor -39.
Screening O=C(CN(C(=O)c1ccco1)c1cccc(F)c1)NCc1ccc(F)cc1 returned MrgX1 antagonist inactive, TRPC6 inh inactive, SKKanGAS inh 3, TRPC4 block inactive, TRPC6 activator inactive, aSyn UTR inh -2, TRPC4 PAM inactive, TRPC4 act inactive, HIF act 0.9, IEC-6 tox 2 and KLF5 inhibitor -2.
Screening Cc1ccccc1NC(=O)NC1CCCCCCC1 returned MrgX1 antagonist inactive, TRPC6 inh inactive, SKKanGAS inh 26, TRPC4 block inactive, TRPC6 activator inactive, aSyn UTR inh -13, TRPC4 PAM inactive, TRPC4 act inactive, HIF act 0.5, IEC-6 tox 1 and KLF5 inhibitor -24.
For COc1ccccc1S(=O)(=O)Cc1ccc(C(=O)NCc2ccc(C)cc2)o1 the results were MrgX1 antagonist inactive, TRPC6 inh inactive, SKKanGAS inh 6, TRPC4 block inactive, TRPC6 activator inactive, aSyn UTR inh 24, TRPC4 PAM inactive, TRPC4 act inactive, HIF act -0.3, IEC-6 tox -1 and KLF5 inhibitor -7.
For CC(C)n1cc(CN2CCN(CCc3ccccc3)C(CCO)C2)cn1 (stereo unspecified) the results were MrgX1 antagonist inactive, TRPC6 inh inactive, SKKanGAS inh 2, TRPC4 block inactive, TRPC6 activator inactive, aSyn UTR inh -6, TRPC4 PAM inactive, TRPC4 act inactive, HIF act -0.1, IEC-6 tox 2 and KLF5 inhibitor -30.
For CC1(C)CC(=O)C2=C(C1)OC(N)=C(C#N)C2c1ccc2c(c1)OCO2 (stereo unspecified) the results were MrgX1 antagonist inactive, TRPC6 inh inactive, SKKanGAS inh -2, TRPC4 block inactive, TRPC6 activator inactive, aSyn UTR inh -6, TRPC4 PAM inactive, TRPC4 act inactive, HIF act 0.2, IEC-6 tox 7 and KLF5 inhibitor -23.
CCOC(=O)N1CCN(c2nc(-c3cccc(OC)c3)cc(C(F)(F)F)n2)CC1 was read as MrgX1 antagonist inactive, TRPC6 inh inactive, SKKanGAS inh 28, TRPC4 block inactive, TRPC6 activator inactive, aSyn UTR inh -16, TRPC4 PAM inactive, TRPC4 act inactive, HIF act 3.3, IEC-6 tox 0 and KLF5 inhibitor -5.
Cc1cc(NC(=O)[C@H](C)NC(=O)c2ccco2)ccc1Br was read as MrgX1 antagonist inactive, TRPC6 inh inactive, SKKanGAS inh 0, TRPC4 block inactive, TRPC6 activator inactive, aSyn UTR inh 2, TRPC4 PAM inactive, TRPC4 act inactive, HIF act -2.3, IEC-6 tox -2 and KLF5 inhibitor -14.
For Cc1ccc(S(=O)(=O)CC(=O)Nc2nc3ccccc3s2)cc1 the results were MrgX1 antagonist inactive, TRPC6 inh inactive, SKKanGAS inh -1, TRPC4 block inactive, TRPC6 activator inactive, aSyn UTR inh 4, TRPC4 PAM inactive, TRPC4 act inactive, HIF act -0.6, IEC-6 tox -7 and KLF5 inhibitor -6.
For COc1ccc(S(=O)(=O)NC(CC(=O)NCc2ccc3c(c2)OCO3)c2ccco2)cc1 (stereo unspecified) the results were MrgX1 antagonist inactive, TRPC6 inh inactive, SKKanGAS inh -2, TRPC4 block inactive, TRPC6 activator inactive, aSyn UTR inh -12, TRPC4 PAM inactive, TRPC4 act inactive, HIF act 0.1, IEC-6 tox -2 and KLF5 inhibitor -3.
CCOC(=O)C1(Cc2ccc(OC)cc2)CCN(C(=O)CCc2cccnc2)CC1 was read as MrgX1 antagonist inactive, TRPC6 inh inactive, SKKanGAS inh 6, TRPC4 block inactive, TRPC6 activator inactive, aSyn UTR inh -9, TRPC4 PAM inactive, TRPC4 act inactive, HIF act -0.3, IEC-6 tox 4 and KLF5 inhibitor 0.
